# Compound activity: PubChem, several laboratories
# M. tuberculosis GlmU – inhibition of mycobacterial GlmU enzyme – biochemical, glucosamine-1-phosphate acetyltransferase (AID 1376); M. tuberculosis GlmU acetyltransferase enzyme assay; higher % means a stronger effect; inhibition, %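 (tested at 30 µM in the primary screen)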; hits with a dose series show IC50 in µM; 220,000 compounds, 0.25% hits; in the data active means inhibition above about 13%; inconclusive means no clear call, values can overlap the other calls;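 further: 0% = complete reaction with vehicle and 100% = reaction without substrate; strong numbers were not always called active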
# Mtb RmlCD inh – M. tuberculosis RmlC/RmlD inhibition | AID 1533 | inhibition, % at 3.6 µM | RmlC+RmlD coupled enzyme assay, percent inhibition; primary screen in compound mixtures | P9WH09+P9WH11 | 160,000 compounds, 0.03% hits; in the data active means inhibition mostly above about 34%, no sharp cut-off; inconclusive means no clear call, values can overlap the other calls; inactive means mostly below about 22%; further: some results filed as inactive read as strong as hits
# Target sequence (P9WH09 whole entry, looked up): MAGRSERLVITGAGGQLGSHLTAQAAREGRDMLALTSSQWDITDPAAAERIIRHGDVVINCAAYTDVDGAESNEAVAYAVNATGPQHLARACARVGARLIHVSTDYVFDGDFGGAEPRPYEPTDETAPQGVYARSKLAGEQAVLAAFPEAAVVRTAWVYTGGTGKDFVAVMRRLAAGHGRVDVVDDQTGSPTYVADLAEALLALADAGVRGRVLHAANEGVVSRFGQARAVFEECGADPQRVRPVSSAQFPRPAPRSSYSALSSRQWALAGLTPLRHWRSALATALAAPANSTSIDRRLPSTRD
# Target sequence (P9WH11 whole entry, looked up): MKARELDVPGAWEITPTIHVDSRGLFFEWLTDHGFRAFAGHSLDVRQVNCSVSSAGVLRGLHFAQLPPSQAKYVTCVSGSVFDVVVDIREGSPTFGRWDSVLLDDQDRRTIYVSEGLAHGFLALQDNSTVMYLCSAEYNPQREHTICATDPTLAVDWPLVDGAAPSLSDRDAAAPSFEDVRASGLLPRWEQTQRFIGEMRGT
# Numbers without * were called inactive; ? = inconclusive; / = no result given.
# Values run as follows: M. tuberculosis GlmU, Mtb RmlCD inh
CN=C1SC(C(=O)Nc2ccccc2Cl)CC(=O)N1c1ccc(OC(F)(F)Cl)cc1 (centres undefined)
    2.3%, /
Cc1ccccc1Nc1cccc2nonc12
    0.0%, 15
CC1(C)CC2CC(C)(CN2C(=O)COC(=O)c2n[nH]c(=O)c3ccccc23)C1 (centres undefined)
    -4.9%, /
N#CCSc1ncnc2sc3c(c12)CCC3
    -0.1%, 18
O=C(Nc1ccc(Cl)c(Cl)c1)N(CCCN1CCOCC1)Cc1cccs1
    2.0%, /
CN(C)S(=O)(=O)n1cnc(-c2ccccc2)c1-c1ccccc1
    -3.1%, -6
Cc1csc(NC(=O)CSc2ccc(-c3ccccc3)nn2)n1
    2.9%, 7
O=C(O)c1ccc(-n2nnnc2SCc2ccccc2F)cc1
    0.0%, 8
CC(=O)OCC(=O)[C@@]12OC(C)(C)O[C@@H]1C[C@H]1[C@@H]3C[C@H](F)C4=CC(=O)C=C[C@]4(C)[C@@]3(F)[C@@H](O)C[C@@]12C
    1.9%, /
CCCCN1C(=O)CN(CCc2ccccc2)C(=O)C1c1ccc(OC)cc1 (centres undefined)
    -0.7%, 27

# Following part.
# Values run as follows: M. tuberculosis GlmU, Mtb RmlCD inh
COC(=O)c1cc(NC(=O)c2cc(-c3ccccc3Cl)oc2C(F)(F)F)ccc1N1CCOCC1
    4.6%, -5
CCCSc1cc(N2CCCC2)nc(-c2ccccc2)n1
    -1.7%, -5
COc1ccc(/C=C/c2nc3ccccc3n2Cc2ccccc2OC)cc1
    -3.8%, -13
OC(COc1ccc2c(c1)CCC2)CN1CCN(c2cccc(Cl)c2)CC1 (centres undefined)
    -5.8%, /
CCOC(=O)N1CCN(C(=O)c2cccc(F)c2)CC1
    -0.9%, 13
CCOc1cc(/C=C/C(=O)O)ccc1OCc1ccccc1
    1.3%, 14
CCOC(=O)Cc1c[nH]c(=S)[nH]c1=O
    8.2%, -7
C=CCn1c(SCC(=O)Nc2sc3c(c2C#N)CCC3)nnc1C1COc2ccccc2O1 (centres undefined)
    -0.7%, /
Cc1ccc(S(=O)(=O)c2cnc(-c3ccccc3)nc2N2CCCCC2)cc1
    -2.2%, 6
Cc1cccc(C(=O)NCc2nnc3c4ccccc4c(-c4ccccc4)nn23)c1
    0.6%, 5

# Continuation:
# Values run as follows: M. tuberculosis GlmU, Mtb RmlCD inh
CCN(CC)C(=O)CSc1nnc2cc(C)c3ccccc3n12
    0.1%, -10
N#C/C(=C\c1ccc(Sc2nc3ccccc3[nH]2)o1)c1ccccc1
    -1.3%, /
CCOC(=O)c1ccc(NC(=O)[C@@H](NC(N)=O)C(C)C)cc1
    1.6%, /
CC(=O)NC1C(=O)N=C(SC(C)C(=O)Nc2cccc(Cl)c2)NC1=O (centres undefined)
    2.9%, 6
CCOC(=O)N1CCN(C(=O)Nc2ccc(Cl)cc2Cl)CC1
    0.2%, -8
N#Cc1cc(C#N)c(N2CCN(c3ccccn3)CC2)nc1N
    2.4%, 1
Cc1ccc2nc(SCCCCOc3ccccc3)[nH]c2c1
    -2.0%, /
CCN1CCN(c2oc(-c3ccc(OC)cc3)nc2C#N)CC1
    -1.1%, /
O=C(COc1ccc(Cl)cc1Cl)NN1C(=O)C2C3C=CC([C@@H]2C1=O)C31CC1 (some centres undefined)
    5.6%, 8
CCOC(=O)C1=C(C)NC(C)=C(C(=O)OCC)C1c1cccc(C)n1
    0.5%, 7

# The listing continues:
# Values run as follows: M. tuberculosis GlmU, Mtb RmlCD inh
COc1ccc(OC)c(-n2c(=S)[nH]c3cc(C(=O)N(C)Cc4ccccc4)ccc3c2=O)c1
    -4.4%, -13
Cc1cc(NC(=O)CCSc2ccccc2)ccc1Br
    -1.4%, /
COc1ccc(C(=O)NCCNc2ccccc2[N+](=O)[O-])cc1
    3.7%, 3
O=C(COC(=O)c1c[nH]c(=O)[nH]c1=O)Nc1ccccc1F
    -5.6%, -9
Cn1nnnc1Sc1c(Cl)cccc1[N+](=O)[O-]
    -5.6%, -10
CCOC(=O)Cc1[nH]nc2c1C(c1cc(OC)ccc1OC)C(C#N)=C(N)O2 (centres undefined)
    1.2%, -3
COc1ccc(Cn2c(SCC#N)nc3ccc(N4CCOCC4)cc3c2=O)cc1
    -3.3%, 2
Cc1cc(C)cc(OCC(=O)N/N=C\c2cn(C)nc2C)c1
    -1.1%, /
CCOC(=O)C1CCCN(c2c(Nc3ccc(OCC)cc3)c(=O)c2=O)C1 (centres undefined)
    2.5%, /
O=C(CSc1nc(-c2ccccc2Cl)ns1)NCc1ccco1
    3.2%, 1

# (listing goes on)
# Values run as follows: M. tuberculosis GlmU, Mtb RmlCD inh
COc1cc(NC(=O)CCc2c(C)nc3nc(C)nn3c2C)cc(OC)c1
    0.7%, -3
O=C(Nc1ccc(NC(=O)C2CC2)nc1)c1cccs1
    1.4%, ?
CN=C(Nc1cc(C)nn1-c1ccccc1)c1ccccc1
    -0.7%, /
O=C(Cc1ccc(Cl)cc1)NNC(=O)Nc1cccc2ccccc12
    0.4%, /
CC(C)(C)C(=O)Nc1ccc(C(=O)NCc2cccnc2)cc1
    2.1%, 12
Cc1ccc2cc(CN(Cc3ccco3)C(=O)NCc3ccccc3)c(=O)[nH]c2c1C
    2.1%, -8
CCn1nc(C)cc1C(=O)Sc1cccc(Br)c1
    -1.4%, -3
O=C(Cc1cccs1)N(CC1CCCO1)C1(C(=O)NC2CCCC2)CCCCC1 (centres undefined)
    -3.0%, -9
CN(C)CCOCCOc1ccc(Cl)cc1C(C)(C)C
    -4.8%, 1
CCc1nnc(NC(=O)CN2CCN(c3cccc(OC)c3)CC2)s1
    2.0%, /

# Full records, quoted from the list. Order of screens: M. tuberculosis GlmU	Mtb RmlCD inh
# Listed for COc1cc(NC(=O)CCc2c(C)nc3nc(C)nn3c2C)cc(OC)c1 = 0.7%	-3
# Listed for CC(C)(C)C(=O)Nc1ccc(C(=O)NCc2cccnc2)cc1 = 2.1%	12

# Next section.
# Values run as follows: M. tuberculosis GlmU, Mtb RmlCD inh
COc1ccc(NC(=O)c2ccccc2[N+](=O)[O-])cc1
    -0.1%, 8
CNC(=S)N/N=C(\C)c1cccc(C(F)(F)F)c1
    4.7%, -5
Cc1ccc(NC(=O)c2cc(C)n(-c3ccccc3)c2C)cc1
    -6.7%, 14
COc1ccc(NC(=O)CSc2nnc(N)n2CC(=O)Nc2ccc(OC)cc2)cc1
    2.0%, 5
COC(=O)c1nnn(-c2nonc2N)c1CSc1ccccn1
    1.5%, 8
CSc1ccccc1N=CC1=C(O)CC(C)(C)CC1=O
    -5.5%, /
CC(=O)N1CCN(c2ccc([N+](=O)[O-])c(NCc3cccnc3)c2)CC1
    -0.4%, 11
COc1ccccc1/C=C/C=N/NC(=O)CCC1C(=O)NN=C1C (centres undefined)
    1.4%, -4
CCOCCCNC(=O)C(NC(=O)CNC(C)=O)c1ccc(C)cc1 (centres undefined)
    3.7%, -2
O=S(=O)(c1ccc2ccccc2c1)N1CCN(C(=S)Nc2ccccc2F)CC1
    4.4%, -1

# (list continues)
# Values run as follows: M. tuberculosis GlmU, Mtb RmlCD inh
O=C(N/N=C/c1ccc(-c2ccccc2[N+](=O)[O-])o1)c1cccnc1
    -2.5%, /
Cc1[nH]n2c(=O)cc(-c3ccc([N+](=O)[O-])cc3)nc2c1-c1ccccc1
    -2.7%, /
CCCCNC(=O)CS(=O)Cc1nc(-c2ccc(C)cc2)oc1C (centres undefined)
    1.0%, 6
CCC(C(=O)NC1CCCCC1)N(Cc1cccs1)C(=O)c1snc(C(N)=O)c1N (centres undefined)
    -1.0%, -8
CCC(C(=O)NCc1ccccc1OC)n1nc(C)n2c(cc3occc32)c1=O (centres undefined)
    -0.3%, /
Cc1ccccc1C(=O)Nc1nnc(SC(C)C)s1
    -5.8%, -2
COc1ccc(OCC(O)CNC(=O)c2ccc(Br)cc2)cc1 (centres undefined)
    -1.2%, 17
CCCCN(C)CCNC(=O)c1ccc(Cn2c(=S)[nH]c3ccc(Br)cc3c2=O)cc1
    -9.0%, 20
CC(NC(=O)CN1CCCC1)C12CC3CC(CC(C3)C1)C2 (centres undefined)
    0.3%, -4
O=C(Cn1ccc2ccccc2c1=O)Nc1ccc2c(c1)OCO2
    6.0%, /

# (continued)
# Values run as follows: M. tuberculosis GlmU, Mtb RmlCD inh
C/C(N)=C(/C#N)C(=O)COC(=O)c1ccccc1O
    7.0%, 27
CCc1nn(CC(=O)NCCCN(Cc2ccccc2)C(C)C)c(=O)c2cc3sccc3n12
    2.7%, 4
CC(O)CNCCNCc1cccs1 (centres undefined)
    9.2%, -13
CCN(C(=O)CSc1nc2ccccc2c(=O)n1-c1ccc(C)cc1)C1CCS(=O)(=O)C1 (centres undefined)
    -8.6%, 5
CN1C(=O)COc2ccc(C(=O)c3ccccc3C(=O)O)cc21
    2.5%, -12
COc1ccc(N2CCN(c3cc(C)c4ccccc4n3)CC2)cc1
    3.2%, -10
CC1=NN(C(C#N)c2ccccc2O)C(C)(C)C1 (centres undefined)
    -1.7%, -2
CC1CCC(N2CCN(c3ncccn3)CC2)CC1 (centres undefined)
    -0.3%, -8
O=C(C1=C[C@H](c2coc3ccccc3c2=O)C[C@H](OCc2ccc(CO)cc2)O1)N1CCOCC1
    -1.2%, /
CCCCC(=O)NNC(=S)NCc1ccccc1
    1.8%, -8

# Going on with the list:
# Values run as follows: M. tuberculosis GlmU, Mtb RmlCD inh
O=C(NC1CC1)c1cccc(Br)c1
    -4.8%, 3
COc1ccc(OC)c(NC(=O)Nc2cccc3ccccc23)c1
    1.0%, /
CC(C)(O)c1nnn(-c2ccccc2)c1C(F)(F)F
    1.6%, 0
CCOP(=O)(OCC)C(NC(=O)c1ccc(OC)cc1)C(Cl)(Cl)Cl (centres undefined)
    4.2%, -13
COc1ccc(C(=O)Nc2ccccc2C(=O)N(Cc2ccco2)C(C(N)=O)C(C)C)cc1 (centres undefined)
    -0.6%, 10
O=S(=O)(Nc1ncccn1)c1ccc(NC(=S)NCCc2ccc(Cl)cc2)cc1
    1.5%, 0
CSc1nc(Cl)cc(Nc2ccccc2N)n1
    1.6%, -3
Cc1nc(NCc2ccco2)c2oc3ccccc3c2n1
    /, -11
CC(=O)Nc1ccc(NC(=O)COC(=O)c2cnccn2)cc1
    -3.0%, -6
CCOC(=O)CSc1nnc(N)s1
    -1.2%, /

# Additional results follow.
# Values run as follows: M. tuberculosis GlmU, Mtb RmlCD inh
Cc1nnc(SCC(=O)Nc2ccc3c(c2)OCO3)o1
    1.3%, 0
COc1ccccc1NS(=O)(=O)c1ccc(NC(C)=O)cc1
    0.8%, /
C=CCn1c(SCC(=O)NCc2ccc3c(c2)OCO3)nnc1C1COc2ccccc2O1 (centres undefined)
    1.5%, 24
Cc1cc(=O)[nH]c2c1cnn2Cc1ccccc1
    -0.3%, -11
COc1ccccc1N(CC(=O)NC1CCCC1)C(=O)c1csnn1
    3.0%, 7
Cc1nc2nc(C)c(CCC(=O)Nc3ccc4c(c3)OCO4)c(C)n2n1
    0.4%, 9
CCc1ccc(/C=C/C(=O)c2ccc(S(=O)(=O)N(C)C)cc2)cc1
    -3.8%, 13
O=C(CN1CCN(S(=O)(=O)c2ccc(Br)cc2)CC1)N/N=C/c1cccnc1
    -4.6%, 11
COc1ccc(CNC2CCCCC2C)c(OC)c1 (centres undefined)
    4.6%, 10
N#Cc1c(-c2cccc(F)c2)cc(-c2ccccc2)nc1Br
    6.0%, /

# Other structures follow:
# Values run as follows: M. tuberculosis GlmU, Mtb RmlCD inh
Cc1nn(C)c(N)c1[N+](=O)[O-]
    0.0%, 43
COc1ccc(CC(=O)NNC(=O)c2nn(Cc3ccccc3)c(=O)c3ccccc23)cc1OC
    -3.7%, 5
Cc1ccc(S(=O)(=O)CCC(=O)Nc2ccc(S(=O)(=O)N(C)C)cc2)cc1
    -0.6%, -15
Cc1cc(NC(=O)c2cc(-c3cccc(Cl)c3)on2)no1
    1.4%, /
Cc1cc2ccccc2n1CCNC(=O)COc1ccccc1
    -2.5%, -58
O=C1CCC2c3ccc4ccccc4c3CCN12 (centres undefined)
    3.6%, /
CCOC(=O)c1ccc(NC(=O)CSC2=NC(=O)C(CC)C(=O)N2)cc1 (centres undefined)
    5.5%, /
CCOC(=O)c1cccnc1SCC(=O)Nc1ccc(C)cc1
    -4.3%, /
CC1Cc2ccccc2N1CC(=O)NC(=O)NC1CCCCC1 (centres undefined)
    -0.6%, /
Cc1ccc(Nc2cc(=O)[nH]c(=O)[nH]2)c(C)c1
    /, 2

# Taken from above.
# In M. tuberculosis GlmU, COc1ccc(Cn2c(SCC#N)nc3ccc(N4CCOCC4)cc3c2=O)cc1 reads -3.3%
# In M. tuberculosis GlmU, O=C1CCC2c3ccc4ccccc4c3CCN12 (centres undefined) reads 3.6%

# Further entries follow.
# Values run as follows: M. tuberculosis GlmU, Mtb RmlCD inh
CCOc1ccccc1N1CC(C(=O)Nc2cccc(S(=O)(=O)N3CCCCC3)c2)CC1=O (centres undefined)
    -4.3%, 5
COC(=O)c1cc(N2CCNCC2)nc2ccccc12
    7.5%, 23
O=C(NCCCn1ccnc1)/C(=C/c1ccccc1)NC(=O)c1ccccc1
    -7.7%, 19
CCOc1ccc(OCC)c(C2C(C#N)=C(N)N(c3cccnc3)C3=C2C(=O)CC(C)(C)C3)c1 (centres undefined)
    2.6%, /
CCOc1ccc(C2=C/C(=C/c3cccnc3)C(=O)O2)cc1
    3.8%, 15
O=C(CSc1nc2c(c(=O)n1-c1ccc(Cl)cc1)SCC2)NCc1ccco1
    /, 7
COc1ccc(NC(=O)CSc2ccc(-c3ccccn3)nn2)cc1OC
    -2.6%, -6
Clc1ccc(-c2nnc(SCc3ccon3)o2)c(Cl)c1
    3.1%, 6
CCOc1ccc2ccccc2c1CNc1nnnn1C
    1.7%, 10
COc1nc(NCc2cccnc2)nc(NC2CCCCC2)n1
    0.8%, 11
COc1cc(OC)c2ccc(=O)oc2c1C(CC(=O)N1CCCC1)c1ccc(N(C)C)cc1 (centres undefined)
    2.6%, -1

# This is a subset, so the mix of outcomes need not match the whole.
